Screening results deposited in PubChem BioAssay by several laboratories.
TLR9-MyD88 inh: inhibitors of TLR9-MyD88 association in cells, primary screen, cell-based, CHO, BLA complementation, fluorescence; Toll-like receptor 9 (Homo sapiens) + Myeloid differentiation primary response protein …; AID 504734, 2011; CCF4 FRET ratio; inhibition, % at 4.98 µM; actives 0.21% (n = 340,000);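 active means inhibition above the mean over all tested compounds plus 3 SD, cut at about 21% in these data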;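 further: 0% = DMSO only wells and 100% = clavulanate BLA inhibitor control wells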
MC4R ag barr: MC4R agonists recruiting beta-arrestin, primary screen, cell-based, luminescence, agonist arm of biased-ligand search; AID 540308, 2011; U2OS MC4R beta-arrestin complementation; percent of melanotan II response, DMSO zero; actives 0.98% (n = 360,000); Melanocortin receptor 4 (Homo sapiens), P32245; activation, % at 8.9 µM;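 active means activation above a per-plate cutoff, the mean activation of sample wells on that plate plus 3 SD, cut at about 8% in these data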
ABCB6 inh MLPCN: ABCB6 transporter inhibitors, primary screen, K562-ABCB6 cells, flow cytometry, MLPCN library | K562-ABCB6 porphyrin accumulation, 1 h; stronger effect = lower value | fluorescence ratio to DMSO, % at 10 µM | actives 0.19% (n = 360,000);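 active means fluorescence ratio to DMSO below 75%, the collection mean minus 3 SD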;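 further: signal is porphyrin accumulated inside mitochondria; 100% equals median channel fluorescence of DMSO control wells; lower ratio means ABCB6 inhibition with less porphyrin fluorescence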
Target sequence (Q9NP58 whole entry, looked up): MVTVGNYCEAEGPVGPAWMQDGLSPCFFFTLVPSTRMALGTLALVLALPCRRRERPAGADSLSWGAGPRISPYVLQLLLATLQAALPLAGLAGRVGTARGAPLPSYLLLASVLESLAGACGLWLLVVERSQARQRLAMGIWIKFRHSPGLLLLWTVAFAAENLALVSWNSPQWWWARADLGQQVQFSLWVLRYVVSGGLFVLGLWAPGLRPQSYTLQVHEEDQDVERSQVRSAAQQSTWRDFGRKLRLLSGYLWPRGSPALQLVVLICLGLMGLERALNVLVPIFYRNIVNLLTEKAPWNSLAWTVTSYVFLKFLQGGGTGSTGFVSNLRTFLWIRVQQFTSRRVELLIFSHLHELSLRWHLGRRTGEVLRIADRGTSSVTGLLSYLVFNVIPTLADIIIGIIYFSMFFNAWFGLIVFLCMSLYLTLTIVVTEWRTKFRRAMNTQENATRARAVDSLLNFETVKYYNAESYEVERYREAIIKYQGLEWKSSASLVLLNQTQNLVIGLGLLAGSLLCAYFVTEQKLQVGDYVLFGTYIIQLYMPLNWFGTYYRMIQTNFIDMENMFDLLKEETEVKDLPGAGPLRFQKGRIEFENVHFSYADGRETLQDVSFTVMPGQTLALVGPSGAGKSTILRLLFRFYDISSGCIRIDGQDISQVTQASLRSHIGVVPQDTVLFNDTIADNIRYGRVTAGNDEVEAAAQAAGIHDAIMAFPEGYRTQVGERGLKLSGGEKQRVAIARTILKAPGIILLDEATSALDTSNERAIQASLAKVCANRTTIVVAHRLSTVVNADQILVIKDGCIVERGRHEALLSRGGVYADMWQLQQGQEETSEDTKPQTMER
H9c2 protect: cardioprotection against H2O2-induced cell death, primary screen, uHTS, H9c2 cells, ATPLite luminescence | H9c2 cardiomyocytes, H2O2 injury protection, 2 h | protection from H2O2 cell death, % at 20 µM | actives 0.63% (n = 360,000);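 active means compounds giving at least 50% protection of heart cells from peroxide-induced death in the single-dose screen, raw or plate-pattern-corrected value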;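 further: 0% = DMSO wells with peroxide and 100% = DMSO wells without peroxide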
ABHD5 PLIN5 PPI: ABHD5-PLIN5 interaction inhibitors, primary screen, cell lysate, split luciferase complementation, luminescence; Perilipin-5 (Homo sapiens) + 1-acylglycerol-3-phosphate O-acyltransferase ABHD5 (Homo …; Split G. princeps luciferase complementation, 4 h; actives 0.78% (n = 360,000); inhibition, % at 4 µM; AID 602281, 2012;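 active means inhibition above the mean inhibition across every tested compound plus 3 SD, cut at about 22% in these data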;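 further: 0% = DMSO only wells and the 100% control is not disclosed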
HTR2A ag: mouse Htr2a agonists via beta-arrestin recruitment, primary screen, cell-based, luminescence. AID 624169, 2012. activation, % at 7.6 µM. actives 0.66% (n = 360,000). 5-hydroxytryptamine receptor 2A (Mus musculus), P35363. CHO-K1 mHTR2A beta-arrestin complementation; percent of 30 µM serotonin response;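 active means activation above a run cutoff, the mean activation of all tested compounds plus 3 SD, cut at about 14% in these data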;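 further: 0% = plate median of compound wells and 100% = 30 µM serotonin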
Glyco luc inh: increase of ERlucT glycosylation luciferase signal, primary screen, N-linked glycosylation inhibitor project, D54 ERlucT cells, luminescence, set 2; D54 ERlucT glycosylation luciferase reporter, 24 h; percent of 100 nM tunicamycin response; reporter increase, % at 12.5 µM; actives 0.23% (n = 360,000); AID 588692, 2011;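 active means mean luciferase reporter signal, scaled so untreated is 0 and the glycosylation-blocking control 100, at or above a set limit in every replicate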;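 further: luciferase carries N-glycosylation sites so blocking glycosylation raises the light; 0% = median of neutral control wells and 100% = median of 100 nM tunicamycin wells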
NCOA2 inhibitor: inhibition of GAL4-SRC2 driven luciferase reporter, primary screen, SRC2 inhibitor project, cell-based, luminescence; Nuclear receptor coactivator 2 (Homo sapiens), Q15596; HEK293 GAL4-SRC2 luciferase reporter; inhibition, % at 9 µM; actives 0.17% (n = 370,000); AID 651957, 2012;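 active means inhibition above the mean inhibition of all tested compounds plus 3 SD, set per campaign, cut at about 52% in these data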;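 further: 0% = DMSO treated cells and 100% = cells given Gossypol at 36 µM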
MC4R antagonist: MC4R antagonists of cAMP signaling, primary screen, cell-based, TR-FRET, antagonist arm of biased-ligand search; actives 0.48% (n = 360,000); AID 540295, 2011; Melanocortin receptor 4 (Homo sapiens), P32245; MC4R-expressing cells, MTII-stimulated cAMP, LANCE TR-FRET; inhibition, % at 6.5 µM;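 active means inhibition above its plate's cutoff, the mean of tested wells on that plate plus 3 SD, cut at about 29% in these data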;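 further: 0% = Melanotan II alone and 100% = Melanotan II plus saturating MCL0020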
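Material – human MC4R-expressing U2OS cells · Repeats – no replicates · Detection – TR-FRET with Eu-cAMP and labeled anti-cAMP, 671 nm · Times – compound 30 min, challenge 1 h, detection 1 h · Compound – single nominal compound dose of 6.5 µM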
NOD2 RIPK2 PPI: NOD2-RIPK2 binding disruptors in cells, primary screen, fluorescence, CHO cells, BLA complementation. CCF4 ratio. inhibition, % at 4.98 µM. actives 0.38% (n = 360,000); in the data active means inhibition above about 21%;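 further: 0% = vehicle only and 100% = reference blocker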
* hit, by the source's call. Some of the compounds tested; the hit share may differ from the screen's.

Results for COc1cc(C(=O)N2CCC2(C)C(=O)NC(C)C)cc(OC)c1OC (stereo not given) ?
MC4R ag barr: -0.9; ABCB6 inh MLPCN: 101; H9c2 protect: 1; ABHD5 PLIN5 PPI: -1; HTR2A ag: 1; Glyco luc inh: 2; NCOA2 inhibitor: 13; MC4R antagonist: 15; NOD2 RIPK2 PPI: -9

How did CC1(C)Cc2ccccc2-c2nc(NN)[nH]c(=O)c21 do in these assays?
TLR9-MyD88 inh: 3; MC4R ag barr: 0.1; ABCB6 inh MLPCN: 101; H9c2 protect: 0; ABHD5 PLIN5 PPI: -1; HTR2A ag: 5; Glyco luc inh: 0; NCOA2 inhibitor: 15; MC4R antagonist: 5; NOD2 RIPK2 PPI: -3

How did N#CCSc1nc2ccccc2c(=O)n1CCCC(=O)NCC1CCCO1 (stereo not given) do in these assays?
TLR9-MyD88 inh: 10; MC4R ag barr: -3.6; ABCB6 inh MLPCN: 93; H9c2 protect: 2; ABHD5 PLIN5 PPI: -2; HTR2A ag: 0; Glyco luc inh: 0; NCOA2 inhibitor: 0; MC4R antagonist: 8; NOD2 RIPK2 PPI: -8

Results for CC(C)NC(=O)C(=O)NCCN1CCN(C(=O)c2ccc(C(C)(C)C)cc2)CC1 ?
TLR9-MyD88 inh: 8; MC4R ag barr: -4.8; ABCB6 inh MLPCN: 103; H9c2 protect: -12; ABHD5 PLIN5 PPI: -3; HTR2A ag: -4; Glyco luc inh: 0; NCOA2 inhibitor: -10; MC4R antagonist: 5; NOD2 RIPK2 PPI: 0

Results for COc1ccc(NC(=O)Nc2nnc(CC(=O)NCc3ccccc3)s2)cc1 ?
TLR9-MyD88 inh: 14; MC4R ag barr: 7.3; ABCB6 inh MLPCN: 101; H9c2 protect: -14; ABHD5 PLIN5 PPI: 10; HTR2A ag: -2; Glyco luc inh: -1; NCOA2 inhibitor: -7; MC4R antagonist: 0; NOD2 RIPK2 PPI: 8

How did O=C1NC(c2ccc(Br)cc2)=N/C1=C/c1ccco1 do in these assays?
TLR9-MyD88 inh: -4; MC4R ag barr: 0.2; ABCB6 inh MLPCN: 105; H9c2 protect: 0; ABHD5 PLIN5 PPI: -1; HTR2A ag: -3; Glyco luc inh: -3; NCOA2 inhibitor: -73; MC4R antagonist: -10; NOD2 RIPK2 PPI: -2

How did COc1ccc2[nH]c(C(=O)Nc3ccc(F)cc3Br)cc2c1 do in these assays?
TLR9-MyD88 inh: 7; MC4R ag barr: 26*; ABCB6 inh MLPCN: 97; H9c2 protect: -6; ABHD5 PLIN5 PPI: 5; HTR2A ag: 0; Glyco luc inh: 0; NCOA2 inhibitor: -12; MC4R antagonist: 29*; NOD2 RIPK2 PPI: 16

How did O=C(CC(NC(=O)c1ccccc1Cl)c1ccccc1)NC1=NCCS1 (stereo not given) do in these assays?
TLR9-MyD88 inh: 5; MC4R ag barr: -0.1; ABCB6 inh MLPCN: 94; H9c2 protect: 17; ABHD5 PLIN5 PPI: 5; HTR2A ag: -8; Glyco luc inh: -1; NCOA2 inhibitor: 7; MC4R antagonist: 7; NOD2 RIPK2 PPI: -5

What do the screens show for `CC(NC(=O)NC1CCCCC1)c1ccccc1` (stereo not given)?
TLR9-MyD88 inh: 0; MC4R ag barr: -1.6; ABCB6 inh MLPCN: 86; H9c2 protect: 2; ABHD5 PLIN5 PPI: -4; HTR2A ag: 3; Glyco luc inh: -1; NCOA2 inhibitor: 19; MC4R antagonist: 4; NOD2 RIPK2 PPI: 4

How did C=CCNC(=O)C1CCN(S(=O)(=O)c2ccccc2)CC1 do in these assays?
TLR9-MyD88 inh: -17; MC4R ag barr: -1.3; ABCB6 inh MLPCN: 104; H9c2 protect: 0; ABHD5 PLIN5 PPI: -3; HTR2A ag: -3; Glyco luc inh: 3; NCOA2 inhibitor: 10; MC4R antagonist: 1; NOD2 RIPK2 PPI: 2

What do the screens show for `CC(C)c1ccc(NC(=O)C2(C)Cc3c(-c4ccc(N(C)C)cc4)ccnc3O2)cc1` (stereo not given)?
MC4R ag barr: -0.6; ABCB6 inh MLPCN: 93; H9c2 protect: -13; ABHD5 PLIN5 PPI: 1; HTR2A ag: 2; Glyco luc inh: 2; NCOA2 inhibitor: -4; MC4R antagonist: 3; NOD2 RIPK2 PPI: -15

How did Cc1cc(C)nc(N/N=C/C2=C(N3CCOCC3)C(=C/c3ccccc3)/CC2)n1 do in these assays?
TLR9-MyD88 inh: 6; MC4R ag barr: -2.9; ABCB6 inh MLPCN: 88; H9c2 protect: 10; ABHD5 PLIN5 PPI: 14; HTR2A ag: -4; Glyco luc inh: -10; NCOA2 inhibitor: -23; MC4R antagonist: -5; NOD2 RIPK2 PPI: -2

Results for COc1cccc(CN(C)C(=O)CC23CC4CC(CC(C4)C2)C3)c1OC ?
TLR9-MyD88 inh: 9; MC4R ag barr: 0.8; ABCB6 inh MLPCN: 94; H9c2 protect: -4; ABHD5 PLIN5 PPI: 2; HTR2A ag: 0; Glyco luc inh: -4; NCOA2 inhibitor: -21; MC4R antagonist: -9; NOD2 RIPK2 PPI: -2

Results for O=C(COC(=O)C1COc2ccccc2O1)c1ccc(F)cc1 (stereo not given) ?
TLR9-MyD88 inh: -3; MC4R ag barr: 0.8; ABCB6 inh MLPCN: 101; H9c2 protect: 6; ABHD5 PLIN5 PPI: 1; HTR2A ag: -3; Glyco luc inh: 1; NCOA2 inhibitor: -15; MC4R antagonist: 5; NOD2 RIPK2 PPI: -4

How did Cc1c(C(=O)NCCCN2CCCCC2)oc2ccc3c(c12)C(O)CC1(CCCCC1)O3 (stereo not given) do in these assays?
TLR9-MyD88 inh: -11; MC4R ag barr: 0.9; ABCB6 inh MLPCN: 100; H9c2 protect: 0; ABHD5 PLIN5 PPI: 4; HTR2A ag: -7; Glyco luc inh: -4; NCOA2 inhibitor: 6; MC4R antagonist: 11; NOD2 RIPK2 PPI: 11

What do the screens show for `CC(Oc1ccc(Cl)cc1Cl)C(=O)Nc1ccc2oc(-c3ccncc3)nc2c1` (stereo not given)?
TLR9-MyD88 inh: 1; MC4R ag barr: 1.0; ABCB6 inh MLPCN: 86; H9c2 protect: -17; ABHD5 PLIN5 PPI: 5; HTR2A ag: -1; Glyco luc inh: -3; NCOA2 inhibitor: 11; MC4R antagonist: 6; NOD2 RIPK2 PPI: -9

What do the screens show for `CNC(=O)N(c1ccccc1)c1ccccc1`?
TLR9-MyD88 inh: 0; MC4R ag barr: 1.4; ABCB6 inh MLPCN: 115; H9c2 protect: 3; ABHD5 PLIN5 PPI: 1; HTR2A ag: 4; Glyco luc inh: 1; NCOA2 inhibitor: -13; MC4R antagonist: 7; NOD2 RIPK2 PPI: 0

What do the screens show for `O=C(Cn1cnc2sc(-c3ccccc3)cc2c1=O)NCc1ccco1`?
TLR9-MyD88 inh: -7; MC4R ag barr: -0.3; ABCB6 inh MLPCN: 99; H9c2 protect: 1; ABHD5 PLIN5 PPI: 2; HTR2A ag: 1; Glyco luc inh: -1; NCOA2 inhibitor: -27; MC4R antagonist: -10; NOD2 RIPK2 PPI: 3

Results for COCC(=O)Oc1c(S(=O)(=O)c2ccccc2)c(C)nn1C(C)(C)C ?
TLR9-MyD88 inh: 15; MC4R ag barr: -0.5; ABCB6 inh MLPCN: 101; H9c2 protect: -2; ABHD5 PLIN5 PPI: -3; HTR2A ag: -1; Glyco luc inh: 1; NCOA2 inhibitor: -5; MC4R antagonist: 6; NOD2 RIPK2 PPI: 5

What do the screens show for `CC(=O)Nc1ccc(S(=O)(=O)N(C)CC(=O)N/N=C/c2ccncc2)cc1`?
TLR9-MyD88 inh: -6; MC4R ag barr: 0.9; ABCB6 inh MLPCN: 99; H9c2 protect: 3; ABHD5 PLIN5 PPI: 4; HTR2A ag: 2; Glyco luc inh: 2; NCOA2 inhibitor: -9; MC4R antagonist: -1; NOD2 RIPK2 PPI: 7

How did COc1ccc(S(=O)(=O)N2CCc3ccccc32)cc1C(=O)N1CCOCC1 do in these assays?
TLR9-MyD88 inh: -5; MC4R ag barr: -1.7; ABCB6 inh MLPCN: 97; H9c2 protect: 1; ABHD5 PLIN5 PPI: 0; HTR2A ag: -1; Glyco luc inh: 2; NCOA2 inhibitor: 16; MC4R antagonist: 22; NOD2 RIPK2 PPI: -16

How did CCCc1cc(=O)oc2c3c(cc(OCC(=O)NCC4CCC(C(=O)O)CC4)c12)OC(C)(C)CC3 (stereo not given) do in these assays?
TLR9-MyD88 inh: -1; MC4R ag barr: 0.7; ABCB6 inh MLPCN: 102; H9c2 protect: 2; ABHD5 PLIN5 PPI: 5; HTR2A ag: -3; Glyco luc inh: 8; NCOA2 inhibitor: 17; MC4R antagonist: 15; NOD2 RIPK2 PPI: 16

Results for COc1cc(CNCCN2CCOCC2)ccc1OCc1ccccc1Cl ?
TLR9-MyD88 inh: -1; MC4R ag barr: 0.5; ABCB6 inh MLPCN: 105; H9c2 protect: 19; ABHD5 PLIN5 PPI: 1; HTR2A ag: -4; Glyco luc inh: -3; NCOA2 inhibitor: 3; MC4R antagonist: 1; NOD2 RIPK2 PPI: 3

What do the screens show for `O=C(N/N=C/c1ccc(Cl)cc1)c1ccc2c(c1)OCO2`?
TLR9-MyD88 inh: 6; MC4R ag barr: 4.1; ABCB6 inh MLPCN: 98; H9c2 protect: -8; ABHD5 PLIN5 PPI: 3; HTR2A ag: -4; Glyco luc inh: 13; NCOA2 inhibitor: -76; MC4R antagonist: -4; NOD2 RIPK2 PPI: -8

Results for CCN(CC(=O)Nc1ccccc1OC)C(=O)CN1C(=O)NC2(CCCC2)C1=O ?
TLR9-MyD88 inh: -6; MC4R ag barr: -0.1; ABCB6 inh MLPCN: 100; H9c2 protect: 0; ABHD5 PLIN5 PPI: 2; HTR2A ag: 5; Glyco luc inh: 3; NCOA2 inhibitor: -6; MC4R antagonist: -1; NOD2 RIPK2 PPI: -11

Results for Cc1cccc(N2N=C(C(=O)O)CCC2=O)c1 ?
TLR9-MyD88 inh: -3; MC4R ag barr: -0.7; ABCB6 inh MLPCN: 91; H9c2 protect: -1; ABHD5 PLIN5 PPI: 5; HTR2A ag: 6; Glyco luc inh: 3; NCOA2 inhibitor: -9; MC4R antagonist: 5; NOD2 RIPK2 PPI: 3
